Screens (PubChem BioAssay)
Caspase-1 inhib – allosteric or competitive inhibitors of human caspase-1 | P29466 | Caspase-1 enzyme, Ac-WEHD-AFC fluorogenic rate | Potency, µM (titrated, usually from 57.5 µM), inactives show at the top dose activity change, negative = inhibition, actives largely listed as inhibitors | 0.03% of 75,000 active | AID 900;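 note: potency is the fitted concentration of half-maximal effect; plate controls were vehicle for no effect and no substrate for full effect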
Casp7 inh – allosteric or competitive inhibitors of human caspase-7 | 0.02% of 75,000 active | recombinant caspase-7, Ac-DEVD-AFC fluorescence rate | AID 889 | Potency, µM (titrated, usually from 57.5 µM), for inactives: top-dose activity change, negative = inhibition, hits mostly inhibitors; active = well fitted inhibition curve with a large enough effect in the main read-out, with a control signal flat, not every such curve was filed as active; inconclusive = small, poorly fitted or top-dose-only effect, or a change in a side signal; note: potency is the fitted concentration of half-maximal effect; % of control where 0% means no effect
Target sequence (P55210 24-198 limits assumed): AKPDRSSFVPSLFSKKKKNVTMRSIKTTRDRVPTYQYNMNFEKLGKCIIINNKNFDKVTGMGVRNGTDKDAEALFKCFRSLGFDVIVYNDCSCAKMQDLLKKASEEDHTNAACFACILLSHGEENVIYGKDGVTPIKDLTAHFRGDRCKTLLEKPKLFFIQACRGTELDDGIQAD
Target sequence (P55210 207-303 limits assumed): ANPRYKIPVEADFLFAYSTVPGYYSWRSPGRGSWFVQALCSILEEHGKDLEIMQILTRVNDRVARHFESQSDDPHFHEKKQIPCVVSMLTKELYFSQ
HEK293 cAMP ctrl – raises cAMP in parental HEK293 cells, TSHR agonist counter-screen; parental HEK293 CNG cAMP sensor, membrane potential fluorescence; Potency, µM (series often up to 57.1 µM), without a hit: at the highest dose activation, most hits filed as activators; 2.5% of 73,000 active; AID 938; note: potency is the fitted concentration of half-maximal effect; % of control where 0% means no effect; nearly all actives have a fitted effect of over 55% in size
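Parental HEK 293 cells stably expressing a cAMP-gated CNG channel were loaded with membrane potential dye containing 100 uM RO 20-1724 for 60 min. Compound added for 30 min; depolarization read as fluorescence intensity at 590 nm.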
Luciferase inh – firefly luciferase inhibition | P08659 | purified firefly luciferase, luminescence, 8 min | Potency, µM (doses to about 57.1 µM), without a hit: at the highest dose activity change, negative = inhibition, hits mostly inhibitors | 2.2% of 72,000 active; note: potency is the fitted concentration of half-maximal effect; % is set by controls: 0 for no effect and ±100 for the full control effect; nearly all actives have a fitted effect of over 40% in size
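Luminescence read-out after 8 min at room temperature; enzyme reaction used luciferin plus 10 uM ATP (linear range) in imidazole buffer pH 7.2 with KCl, MgCl2, Tween 20 and BSA. Each sample was run as a titration.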
ERK AVP block – inhibitors of vasopressin-stimulated ERK signaling pathway; Potency, µM (series often up to 57.5 µM), for inactives: top-dose activity, negative = inhibition, actives largely listed as inhibitors; HEK293-V1b, vasopressin-stimulated pERK AlphaScreen; AID 995; 0.99% of 72,000 active; note: potency is the fitted concentration of half-maximal effect; % is set by controls: 0 for no effect and ±100 for the full control effect; nearly all actives have a fitted effect of over 55% in size
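HEK293 cells stably expressing V1b receptor, preincubated 30 min at 37 °C with compound, then stimulated 5 min with 25 nM vasopressin. Phospho-ERK by AlphaScreen SureFire after 5 h RT; normalized to DMSO and vasopressin; AC50 by Hill fit.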
HADH2 inh – inhibitors of human HADH2 dehydrogenase; Q99714; recombinant HADH2, NADH fluorescence, beta-hydroxybutyryl-CoA; Potency, µM (titrated, usually from 57.1 µM), inactives show at the highest dose activity change, negative = inhibition, usual class: inhibitors; 3.4% of 73,000 active; AID 886; note: potency is the fitted concentration of half-maximal effect; % is set by controls: 0 for no effect and ±100 for the full control effect; nearly all actives have a fitted effect of over 60% in size; many of its hits are not listed in these tables
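Activity measured as NADH fluorescence gain (360/450 nm), taken as the change between first and last reads of a 4-min kinetic run. Conditions: pH 9.0 Tris buffer, 20 nM E. coli-expressed His-tagged enzyme, 1 mM NAD+, 90 uM beta-hydroxybutyryl-CoA; 15-min compound preincubation.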
Texas Red fluor – compounds fluorescent in Texas Red spectral region | Compound fluorescence, Texas Red channel, 547/618 nm; stronger effect = higher value | max dye-equivalent concentration, M | 0.06% of 59,000 active | AID 587; in the data active = max dye-equivalent concentration above about 10 nM; inconclusive = between about 1.1 nM and that limit
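qHTS profiling of intrinsic compound fluorescence; 100 mM Tris pH 8.0; 15 min RT; ex 547 / em 618 nm; response expressed as Texas Red dye-equivalent concentration from six-point plate standard.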
Rhodamine fluor – compound autofluorescence in rhodamine spectral region. Rhodamine-region fluorescence, 547/598 nm, Tris buffer; stronger effect = higher value. max dye-equivalent concentration, M. 0.05% of 59,000 active. AID 594; in the data active = max dye-equivalent concentration above about 11 nM; inconclusive = between about 1.1 nM and that limit
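Read-out is relative fluorescence at 547 nm excitation and 598 nm emission, expressed as dye-equivalent concentration using rhodamine standards on every plate. Each compound was profiled across a concentration series after 15 min in 100 mM Tris, pH 8.0.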
USP2a inhib – inhibitors of human ubiquitin-specific protease USP2a. Potency, µM (highest dose often 38.3 µM), for inactives: at the highest dose activity change, negative = inhibition, actives largely listed as inhibitors. O75604. USP2a enzymatic assay, qHTS inhibition. 0.1% of 60,000 active;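 note: potency is the fitted concentration of half-maximal effect; nearly all actives have a fitted effect of over 60% in size; plate controls were DMSO for no effect and NEM full inhibition control for full effect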
Target sequence (O75604 whole entry, looked up): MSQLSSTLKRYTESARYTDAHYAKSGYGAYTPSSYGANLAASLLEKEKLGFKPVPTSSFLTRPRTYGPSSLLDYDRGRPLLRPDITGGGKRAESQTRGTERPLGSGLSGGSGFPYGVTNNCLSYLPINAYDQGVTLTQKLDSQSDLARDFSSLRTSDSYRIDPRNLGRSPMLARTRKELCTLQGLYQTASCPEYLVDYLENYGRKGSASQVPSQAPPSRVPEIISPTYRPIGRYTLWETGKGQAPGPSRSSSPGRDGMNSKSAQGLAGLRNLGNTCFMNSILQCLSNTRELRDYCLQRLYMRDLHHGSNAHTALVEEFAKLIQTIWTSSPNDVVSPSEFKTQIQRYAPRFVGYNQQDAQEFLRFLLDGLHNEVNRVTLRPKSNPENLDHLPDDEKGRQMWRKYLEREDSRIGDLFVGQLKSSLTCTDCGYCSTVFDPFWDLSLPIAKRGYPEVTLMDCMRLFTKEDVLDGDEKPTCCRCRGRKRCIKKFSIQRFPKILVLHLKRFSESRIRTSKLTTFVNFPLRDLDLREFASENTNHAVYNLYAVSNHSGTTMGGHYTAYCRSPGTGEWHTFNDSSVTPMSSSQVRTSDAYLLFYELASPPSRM
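USP2 core (20 nM final) was preincubated with compound for 30 min at RT in 20 mM Tris-HCl pH 8.0, 2 mM CaCl2, 2 mM beta-mercaptoethanol; Ub-PLA2 (20 nM) plus NBD C6-HPC (20 uM) then added, fluorescence read after 2.5 h.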
Fluorescein fluor – compound autofluorescence in fluorescein spectral region. Compound autofluorescence, 480/540 nm, fluorescein-equivalent; stronger effect = higher value. max fluorescein-equivalent concentration, M. 0.91% of 59,000 active; in the data active = max fluorescein-equivalent concentration above about 10 nM; inconclusive = between about 1.1 nM and that limit
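Values reflect compound autofluorescence, normalized to fluorescein on the same plate and reported at each tested concentration. Conditions: 100 mM Tris pH 8.0, room temperature, 15 min, excitation 480 nm, emission 540 nm.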
Tau filament bind – binders of human tau filaments. P10636. recombinant tau filaments, thioflavin S fluorescence, 15 h; filaments grown with octadecylsulfate alongside compound. Potency, µM (series often up to 57.1 µM), for the others: top-dose activity change, negative = inhibition. 2% of 71,000 active;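 note: potency is the fitted concentration of half-maximal effect; % is set by controls: 0 for no effect and ±100 for the full control effect; actives lower thioflavin S fluorescence by blocking filaments or displacing dye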
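His-tagged recombinant human tau (exons 2, 3, 10; 1 uM final) fibrillized with 30 uM sodium octadecylsulfate, 15 h at 37 C, in pH 7.4 HEPES buffer with 10 uM thioflavine S and 5 mM DTT. Reduced ThS fluorescence (450/510 nm) marks activity.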
Active calls of the source: *; i = inactive; ? = inconclusive; · = not tested or not shown; & = joins results of further samples; [ ] = dose if it differs, or a comment. Unless noted, calls come from the whole dose curve; as a rule, active = well fitted curve in the direction sought with a large enough effect; inconclusive = small, poorly fitted or top-dose-only effect, or another doubt; inactive = no such curve, though single readings can be large; an effect the other way counts as inactive or inconclusive. These rows are one share of the data (hit frequency here may not be typical).

Second line of a record: Caspase-1 inhib | Casp7 inh | HEK293 cAMP ctrl | Luciferase inh | ERK AVP block | HADH2 inh | Texas Red fluor | Rhodamine fluor | USP2a inhib | Fluorescein fluor | Tau filament bind
COc1cccc(C(=O)N2CCN(C3CCC(c4ccccc4)CC3)CC2)c1OC (configuration not stated)
    2% | -1% | 15% | -2% | -26% | 5% | i | i | 12% | i | 14%
C[C@@H](C(=O)NCc1ccccc1)[C@@H]1C[C@@]1(C)[C@@H](NC(=O)OCc1ccccc1)c1ccccc1
    -1% | -2% | 12% | · | -2% | 1% | · | · | · | · | 14%
O=C(Nc1ccc(N2CCN(C(=O)c3ccco3)CC2)cc1)c1cccs1
    -1% | 1% | -12% | 0% | -13% | -4% | i | i | 27% | i | ?
COc1ccc(Cn2nnnc2C(c2ccccc2Cl)N2CCN(C3CCCC3)CC2)cc1 (configuration not stated)
    0% | -1% | ? | 4% | -8% | 3% | i | i | 122%[activator] | i | 3%
CCCCN(CC)S(=O)(=O)N1CCC(C(=O)NCCCN2CCOCC2)CC1
    -4% | 0% | 10% | -2% | 3% | 4% | ? | i | -3% | i | 2%
CCCOc1ccc(/C(O)=C2/C(=O)C(=O)N(c3cc(C)on3)C2c2ccc(C(=O)OC)cc2)cc1 (configuration not stated)
    -2% | 0% | 18% | -2% | -15% | 3% | ? | i | 42%[activator] | i | 2%
CC(N)=NCCCC[C@H](N)C(=O)O
    -3%&1% | -2%&1% | 6%&11% | 1%&3% | 5%&-1% | 10%&8% | ? | i | -4% | i | ?
COCC(=O)NCCc1ccc(S(N)(=O)=O)cc1
    0% | 1% | 6%[11.4 µM] | 2% | -14% | -4%[11.4 µM] | · | · | -5%[7.66 µM] | · | -1%[11.4 µM]
COc1ccc(S(=O)(=O)N2CCN(C(=O)c3c(C)nn(-c4ccccc4)c3Cl)CC2)cc1
    -3% | 5% | 15% | 0% | 25% | -1% | ? | i | 21% | i | -3%
CCOC(=O)N1CCC(NC(=O)Cn2cc3c(n2)CCCCC3)CC1
    -3% | -1% | 10% | 2% | -2% | 0% | · | · | · | · | 9%
Cc1cc(C)c2c(c1)cc(C)c1nnc(SCC(=O)Nc3cc(C)on3)n12
    0% | 0% | 6% | 0% | -14% | -11% | i | i | 22% | i | 11%
Cc1ccc(CNC(=O)CCCn2c(=O)[nH]c3ccccc3c2=O)cc1
    1% | 1% | 3% | 4% | -5% | -15% | i | i | 4% | i | 1%
Cc1cc(C(=O)Nc2ccon2)cs1
    0% | -1% | -2% | -4% | -6% | 2% | i | i | 0% | ? | -6%
CCOc1cc(OCC)cc(C(=O)Nc2cccnc2)c1
    1% | 2% | ? | 3% | -25% | 21% | i | i | -1% | i | -1%
CCCCOCCCNC(=O)COc1ccccc1
    0% | -1% | 7%[11.4 µM] | 1% | 8% | 12%[11.4 µM] | · | · | 4%[7.66 µM] | · | -1%[11.4 µM]
Cc1ccc(C)c(NC2=NS(=O)(=O)c3ccccc32)c1
    0% | 1% | 15% | 4% | -10% | 6% | i | i | -2% | i | 6%
CC(=O)Nc1ccc(C(=O)Cn2nnc3ccccc3c2=O)cc1
    0% | 0% | -18% | 4% | -8% | ? | i | i | -7% | ? | -3%
CCCCCNC(=O)c1cc(S(=O)(=O)N2CCCCC2)ccc1F
    -1% | -1% | ? | -3% | -2% | 3% | i | i | 3% | i | 6%
CCOc1ccc2c(c1)N(C(=O)CN1C(=O)CCC1=O)C(C)(C)C=C2C
    0% | 0% | 12% | 1% | -26% | 1% | ? | i | 6% | i | -1%
COc1ccc(-c2cc(C(=O)N3CCN(C(c4ccccc4)c4ccccc4)CC3)no2)cc1
    0% | -5% | 13% | 3% | 14% | -2% | i | i | 29% | i | 26%
Cc1ccccc1OCC(=O)NCC1CCCO1 (configuration not stated)
    0% | 0% | 4% | -1% | -1% | 1% | i | i | -7% | i | 1%
CCOc1ccccc1NC(=O)CSc1nnc(-c2cnccn2)n1C
    -2% | -2% | -7% | -1% | 3% | 10% | ? | i | 11% | ? | -12%
Cc1c(O)nc(SC2CC(=O)N(c3ccccc3)C2=O)[nH]c1=O (configuration not stated)
    -1% | 1% | 12% | -1% | -18% | -12% | ? | i | 0% | i | -4%
CCOC(=O)CN1CC23C=CC(O2)C(C(=O)O)C3C1=O (configuration not stated)
    -4% | 0% | 10% | 3% | · | -5% | · | · | · | · | -4%
CC1(C)O[C@@H]2O[C@H]([C@H](O)CO/N=C3/[C@H]4O[C@@H]4[C@@H](O)[C@H]4[C@H]3CCn3c(=O)n(-c5ccccc5)c(=O)n34)[C@@H](O)[C@@H]2O1
    3%[11.5 µM] | -1%[11.5 µM] | 2%[11.4 µM] | 0%[11.4 µM] | 19%[11.5 µM] | 2%[11.4 µM] | · | · | · | · | ·
Cc1nc2ccc(S(=O)(=O)NCC(=O)N3CCC(N4CCCCC4)CC3)cc2s1
    1% | 1% | 7% | 1% | -19% | 4% | ? | i | 7% | i | 6%
C(=N\n1cnnc1)/C1CCCCC1
    0% | 3% | 8% | 1% | -5% | 5% | i | i | -11% | i | -1%
CCC1(CC)C(=O)N(C)C(=O)NC1=Nc1ccccc1
    2% | 1% | 3% | 5% | 14% | 3% | i | i | 3% | i | -2%
Cn1c(=O)[nH]c(=O)c2c1nc(N1CCCCCC1)n2CCCSc1nc2ccccc2o1
    -3% | -5% | -3% | 0% | -29% | -2% | ? | i | 5% | i | 5%
COCCCN=C(c1ccco1)n1c(=S)nc(-c2ccco2)n(CCCOC)c1=S
    ? | -19% | 2% | -11% | 12% | 2.5µM* | i | i | 13% | ? | 22%
COc1ccc(N2CCN(C(c3cc(OC)ccc3OC)c3nnnn3Cc3ccco3)CC2)cc1 (configuration not stated)
    -3% | -3% | ? | 0% | ? | -5% | i | i | 16% | ? | -26%
CCOC(=O)c1c(NC(=O)CSc2nnc(CNc3ccc(F)cc3)o2)sc(C)c1C
    -7% | -1% | 23% | 2% | -18% | 3% | i | i | 11% | i | 0%
CCOC(=O)Cn1c(=O)oc2cc(S(=O)(=O)N3CCCC(C(=O)OCC)C3)ccc21 (configuration not stated)
    -1% | 0% | 1% | -1% | · | 10% | · | · | · | · | -9%
O/N=C1/CCCSc2ccccc21
    0% | 1% | -1%[11.4 µM] | 0% | -8% | 4%[11.4 µM] | · | · | 0%[7.66 µM] | · | 2%[11.4 µM]
O=c1cnnc(NCc2ccccc2)[nH]1
    1% | -1% | -6% | -3% | -14% | -1% | i | i | -10% | ? | 6%
O=C(NCc1ccccc1)C1CCN(S(=O)(=O)N2CCCCCC2)CC1
    -2% | 2% | 13% | 2% | -2% | 8% | i | i | 12% | i | 0%
CCNc1ncc2nc(-c3cn(C)c4ccccc34)c(=O)n(CCC#N)c2n1
    ? | ? | -4%[2.29 µM] | 0%[11.4 µM] | -7% | -2% | i | i | 224%[activator] | ? | 219%
COc1cc(N)c(Cl)cc1C(=O)CCC1CCN(CCNS(C)(=O)=O)CC1
    -2% | 0% | -4% | -4% | 14% | 1% | · | · | · | · | -11%
COc1ccc(N(C(=O)c2cccc(OC)c2OC)C2C=CS(=O)(=O)C2)c(OC)c1 (configuration not stated)
    0% | 1% | 23% | 0% | -11% | 4% | i | i | 3% | i | -3%
Cc1onc(-c2ccccc2)c1C(=O)N1CCOCC1
    1% | 2% | ? | 0% | -17% | -15% | i | i | · | i | -1%
CCNC(=O)c1c(C)[nH]c(C(=O)OCC)c1C
    0% | 0% | ? | 1% | -3% | -2% | i | i | 0% | i | -3%
